Source: PubChem
Tcruzi prolif = T. cruzi intracellular proliferation inhibitors, primary screen, cell-based, beta-gal Tulahuen parasites, NIH3T3 host, luminescence | T. cruzi beta-gal in NIH3T3, GalScreen luminescence, 90 h | inhibition, % at 8.34 µM | 5.9% of 77,000 active | AID 624255, 2012;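 active means mean inhibition above about 93%, with at least 55% of replicates each passing it, limit read from the data, passing the limit was not always enough; inconclusive means only one of those two conditions holds; inactive means neither condition holds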
GASC1 inh = inhibitors of GASC-1 (KDM4C) histone demethylase, primary screen, biochemical, single concentration HTS | Lysine-specific demethylase 4C (Homo sapiens), Q9H3R0 | GST-KDM4C 2-372, H3K9me3 peptide, LANCE TR-FRET | inhibition, % at 12.5 µM | 0.15% of 96,000 active;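 active means mean replicate inhibition above about 25%, with at least 55% of replicates also reaching it, limit read from the data, passing the limit was not always enough; inconclusive means only one of those two conditions met; inactive means neither condition met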
Target sequence (Q9H3R0 2-372 limits assumed): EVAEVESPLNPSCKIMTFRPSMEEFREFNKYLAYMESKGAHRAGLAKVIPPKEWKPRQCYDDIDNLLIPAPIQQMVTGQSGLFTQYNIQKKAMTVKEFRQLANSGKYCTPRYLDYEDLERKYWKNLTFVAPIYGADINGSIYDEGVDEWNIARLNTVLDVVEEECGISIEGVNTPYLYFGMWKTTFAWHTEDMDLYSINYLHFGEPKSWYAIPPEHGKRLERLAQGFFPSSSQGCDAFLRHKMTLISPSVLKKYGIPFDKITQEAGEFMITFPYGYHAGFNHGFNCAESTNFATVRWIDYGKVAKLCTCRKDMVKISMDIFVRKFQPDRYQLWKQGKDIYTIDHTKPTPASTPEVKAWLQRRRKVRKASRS
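Test system – GST-tagged GASC-1 (JMJD2C) catalytic fragment, aa 2-372 · Medium – HEPES buffer, pH 7.5, plus ascorbate · Reagent – H3K9me3 peptide with Fe(II)/2OG · Compound – one test concentration per compound · Timing – 30 min reaction, 60 min detection, RT · Technique – TR-FRET with Eu antibody and ULight streptavidin, EDTA stop · Read-out basis – inhibition from TR-FRET ratio decrease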
C diff growth = C. difficile growth inhibitors, primary screen, HTS; Clostridium difficile clinical isolate growth, OD600, 24 h; hits give low values; growth activity, negative = inhibition, % at 16 µg/mL (by protocol); 0.25% of 86,000 active; AID 1259249, 2017;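 active means mean growth activity at or below -80% and every replicate also at or below -80%; inconclusive means mean at or below -80% but some replicate above -80%; inactive means mean growth activity above -80%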;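 further: 0% = DMSO wells and -100% = levofloxacin 16 µg/mL wells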
Pf Dd2 growth = P. falciparum Dd2 growth inhibitors, primary screen, SYBR Green fluorescence, single dose replicates | AID 1159554, 2015 | 2.3% of 94,000 active | activity change, % at 10 µM | 72 h; hits give low values; in the data active means activity change below about -80%; inconclusive means no clear call, values can overlap the other calls
Numbers without * were called inactive; ? = inconclusive; / = not tested or not shown; & = joins results of further samples. Compounds as they come; 6.7% or so of the library scored in one or more.

Screens by letter – A = Tcruzi prolif; B = GASC1 inh; C = C diff growth; D = Pf Dd2 growth
#1 COc1ccccc1C#Cc1ccc([C@@H]2[C@H](CO)N3CCCCN(CCC(F)(F)F)C[C@@H]23)cc1
  A = 42 | B = -0.3 | C = 76 | D = -72
#2 CC(C)NC(=O)Nc1ccc2c(c1)C(=O)N([C@H](C)CO)C[C@@H](C)[C@@H](CN(C)CC1CCCCC1)OCCCC[C@H](C)O2
  A = 63 | B = 1.0 | C = / | D = -2
#3 C[C@@H]1CN([C@@H](C)CO)C(=O)c2cc(C3=CCCC3)cnc2O[C@H]1CN(C)C(=O)C1CCCCC1
  A = 46 | B = 0.4 | C = -5 | D = -1
#4 CO[C@H]1CN(C)C(=O)c2cc(NS(=O)(=O)c3ccccc3C)ccc2OC[C@@H](C)NC[C@H]1C
  A = -2 | B = -0.4 | C = -14 | D = 3
#5 C[C@H](NC(=O)[C@H]1[C@H](CO)[C@H]2Cn3c(ccc(-c4ccccc4)c3=O)[C@@H]1N2C)c1ccccc1
  A = 30 | B = -2.5 | C = -6 | D = 8
#6 C[C@H]1CN([C@@H](C)CO)C(=O)c2cccc(NS(=O)(=O)c3ccccc3)c2O[C@@H]1CN(C)Cc1ccc(C(=O)O)cc1
  A = 13 | B = 0.9 | C = 0 | D = 5
#7 CCCNC(=O)C[C@@H]1CC[C@@H]2[C@@H](COc3ccc(NC(=O)C4CCOCC4)cc3C(=O)N2C)O1
  A = 94 | B = 1.6 | C = -14 | D = 2
#8 C[C@@H]1CN([C@H](C)CO)C(=O)Cc2cc(NC(=O)Nc3cccc4ccccc34)ccc2O[C@H]1CN(C)C
  A = / | B = 0.7 | C = 1 | D = 11
#9 C/C=C/c1ccc([C@H]2[C@@H](CO)N(C(=O)CN(C)C)[C@H]2CNC(=O)CC)cc1
  A = / | B = 1.6 | C = -3 | D = 4
#10 C/C=C/c1ccc([C@H]2[C@@H](CO)N(C(=O)c3cnccn3)C23CN(C(=O)CC)C3)cc1
  A = / | B = -1.7 | C = 1 | D = -33

One compound at a time, as listed above.
CCCNC(=O)C[C@@H]1CC[C@@H]2[C@@H](COc3ccc(NC(=O)C4CCOCC4)cc3C(=O)N2C)O1 is listed as Tcruzi prolif = 94; GASC1 inh = 1.6; C diff growth = -14; Pf Dd2 growth = 2
C[C@H]1CN([C@@H](C)CO)C(=O)c2cccc(NS(=O)(=O)c3ccccc3)c2O[C@@H]1CN(C)Cc1ccc(C(=O)O)cc1 is listed as Tcruzi prolif = 13; GASC1 inh = 0.9; C diff growth = 0; Pf Dd2 growth = 5

3 entries from above, as labelled records:
(5) C[C@H](NC(=O)[C@H]1[C@H](CO)[C@H]2Cn3c(ccc(-c4ccccc4)c3=O)[C@@H]1N2C)c1ccccc1
- Tcruzi prolif: 30
- GASC1 inh: -2.5
- C diff growth: -6
- Pf Dd2 growth: 8

(7) CCCNC(=O)C[C@@H]1CC[C@@H]2[C@@H](COc3ccc(NC(=O)C4CCOCC4)cc3C(=O)N2C)O1
- Tcruzi prolif: 94
- GASC1 inh: 1.6
- C diff growth: -14
- Pf Dd2 growth: 2

(8) C[C@@H]1CN([C@H](C)CO)C(=O)Cc2cc(NC(=O)Nc3cccc4ccccc34)ccc2O[C@H]1CN(C)C
- Tcruzi prolif: /
- GASC1 inh: 0.7
- C diff growth: 1
- Pf Dd2 growth: 11

Next structures:
Screens by letter – A = Tcruzi prolif; B = GASC1 inh; C = C diff growth; D = Pf Dd2 growth
#11 COCC(=O)Nc1ccc2c(c1)OC[C@@H](C)N(CCc1ccccc1)C[C@@H](C)[C@H](OC)CN(C)C2=O
  A = 44 | B = 1.8 | C = / | D = -42
#12 COc1ccc(NC(=O)N2C[C@H]3[C@@H](c4ccccc42)[C@H](CO)N3C(=O)C2CC2)cc1
  A = 4 | B = 1.6 | C = -6 | D = -3
#13 COc1ccc(S(=O)(=O)N(C)C[C@H]2Oc3ncc(/C=C/c4ccccc4)cc3C(=O)N([C@@H](C)CO)C[C@H]2C)cc1
  A = / | B = -1.2 | C = -2 | D = 5
#14 COCCNC(=O)C[C@H]1CC[C@@H]2[C@H](COC[C@H](O)CN2C(=O)Nc2ccccc2OC)O1
  A = / | B = 0.2 | C = 6&3 | D = 23
#15 COc1ccc2c3c(n(C)c2c1)[C@@H](CO)NCC31CN(C(=O)c2cccc(F)c2)C1
  A = / | B = -0.3 | C = 0 | D = -82*
#16 O=C(C1CCOCC1)N1CC(=O)N2[C@H](CO)[C@@H](c3ccc(-c4ccccc4F)cc3)[C@@H]2C1
  A = / | B = -1.8 | C = 1 | D = -27
#17 COc1ccc(S(=O)(=O)Nc2ccc3c(c2)C(=O)N([C@H](C)CO)C[C@H](C)[C@H](CN(C)S(=O)(=O)c2cn(C)cn2)OCCCC[C@H](C)O3)cc1
  A = -74 | B = -2.1 | C = 4 | D = -24
#18 CO[C@@H]1CN(C)C(=O)c2ccc(NC(=O)NC(C)C)cc2OC[C@@H](C)N(Cc2cncnc2)C[C@@H]1C
  A = 3 | B = -1.4 | C = / | D = /
#19 C[C@@H]1CN([C@@H](C)CO)C(=O)c2cccc(NS(C)(=O)=O)c2O[C@H]1CN(C)Cc1ccc(Cl)c(Cl)c1
  A = -32 | B = -1.5 | C = 0 | D = 2
#20 COc1ccc(S(=O)(=O)N(C)C[C@@H]2Oc3ncc(C#Cc4cccc(F)c4)cc3C(=O)N([C@H](C)CO)C[C@@H]2C)cc1
  A = ? | B = -3.2 | C = 4 | D = -77

Only C diff growth and Tcruzi prolif, for some of the entries so far:
item | Compound | C diff growth | Tcruzi prolif
17 | COc1ccc(S(=O)(=O)Nc2ccc3c(c2)C(=O)N([C@H](C)CO)C[C@H](C)[C@H](CN(C)S(=O)(=O)c2cn(C)cn2)OCCCC[C@H](C)O3)cc1 | 4 | -74
13 | COc1ccc(S(=O)(=O)N(C)C[C@H]2Oc3ncc(/C=C/c4ccccc4)cc3C(=O)N([C@@H](C)CO)C[C@H]2C)cc1 | -2 | /
19 | C[C@@H]1CN([C@@H](C)CO)C(=O)c2cccc(NS(C)(=O)=O)c2O[C@H]1CN(C)Cc1ccc(Cl)c(Cl)c1 | 0 | -32

Next section
Screens by letter – A = Tcruzi prolif; B = GASC1 inh; C = C diff growth; D = Pf Dd2 growth
#21 C[C@H]1CN([C@@H](C)CO)C(=O)c2cccc(NS(=O)(=O)c3cn(C)cn3)c2O[C@H]1CN(C)S(=O)(=O)c1ccc(Cl)cc1
  A = 28 | B = 0.0 | C = -1 | D = -6
#22 C[C@@H]1CN([C@@H](C)CO)C(=O)Cc2cc(NC(=O)Nc3ccc(C(F)(F)F)cc3)ccc2O[C@@H]1CN(C)S(=O)(=O)c1cn(C)cn1
  A = -3 | B = -0.7 | C = -7 | D = -30
#23 C[C@@H]1CN([C@@H](C)CO)C(=O)c2cc(NC(=O)Nc3ccccc3)ccc2O[C@@H]1CN(C)C(=O)Nc1cccc2ccccc12
  A = 15 | B = -7.4 | C = -1 | D = -91*
#24 O=C(Nc1cccc(F)c1)N1CC(=O)N2[C@H](C1)[C@@H](c1ccc(-c3ccc(F)cc3)cc1)[C@@H]2CO
  A = / | B = -1.5 | C = 1 | D = -27
#25 Cc1ccc(S(=O)(=O)Nc2ccc3c(c2)C(=O)N([C@@H](C)CO)C[C@@H](C)[C@H](CN(C)C(=O)NC(C)C)OCCCC[C@@H](C)O3)cc1
  A = 25 | B = -2.8 | C = 9 | D = 42
#26 CC(C)NC(=O)Nc1ccc2c(c1)CC(=O)N([C@H](C)CO)C[C@@H](C)[C@H](CN(C)Cc1ccc(C(=O)O)cc1)O2
  A = / | B = 1.1 | C = -3&-5 | D = 3
#27 CCC(=O)Nc1ccc2c(c1)OC[C@H](C)N(Cc1nccs1)C[C@@H](C)[C@H](OC)CN(C)C2=O
  A = 20 | B = 0.5 | C = 1 | D = 0
#28 C[C@@H]1CN([C@@H](C)CO)C(=O)c2cc(NC(=O)Cn3cnnn3)ccc2O[C@@H]1CN(C)C(=O)Nc1cccc2ccccc12
  A = 35 | B = 0.9 | C = -3 | D = 16
#29 C[C@@H]1CCCCO[C@H](CN(C)Cc2ccc(C(=O)O)cc2)[C@H](C)CN([C@@H](C)CO)C(=O)c2cc(NC(=O)CCCN(C)C)ccc2O1
  A = 25 | B = 3.7 | C = -5 | D = 38
#30 CNC[C@@H]1OCCCC[C@H](C)Oc2ccc(NC(=O)Nc3ccc(F)cc3)cc2C(=O)N([C@@H](C)CO)C[C@@H]1C
  A = 15 | B = -1.3 | C = 3 | D = 37

Going on with the list:
nr | compound | Tcruzi prolif | GASC1 inh | C diff growth | Pf Dd2 growth
31 | Cc1ccc(S(=O)(=O)N[C@H]2C=C[C@H](CC(=O)NCCN3CCCCC3)O[C@@H]2CO)cc1 | -54 | 0.0 | / | 4
32 | CC(C)NC(=O)N[C@@H]1CC[C@H](CC(=O)NCCN2CCCC2)O[C@H]1CO | 22 | 2.2 | 5 | 4
33 | O=C(C1CC1)N1CC(=O)N2[C@@H](CO)[C@@H](c3ccc(-c4cccnc4)cc3)[C@@H]2C1 | / | -0.2 | -1 | -12
34 | COc1ccccc1NC(=O)N1C[C@@H](O)COC[C@@H]2O[C@@H](CC(=O)NCc3ccccc3)CC[C@H]21 | -108 | -3.6 | 7&3 | 19
35 | COc1ccc(NC(=O)N[C@H]2CC[C@@H](CCNC(=O)Nc3cc(F)ccc3F)O[C@@H]2CO)cc1 | 16 | 1.0 | 0 | 9
36 | COc1cccc(NC(=O)Nc2ccc3c(c2)C(=O)N(C)C[C@@H](OC)[C@H](C)CN[C@H](C)CO3)c1 | -36 | 1.0 | / | 2
37 | CN1C(=O)c2cc(NC(=O)c3ccccc3Cl)ccc2OC[C@H]2O[C@H](CC(=O)O)CC[C@@H]21 | -13 | 2.0 | 3 | 14
38 | C/C=C/c1ccc([C@@H]2[C@@H](CO)N(Cc3ccccn3)[C@H]2CNC(C)=O)cc1 | 79 | 3.3 | -6 | 9
39 | C[C@@H]1CN([C@H](C)CO)C(=O)c2ccccc2-c2ccccc2CO[C@@H]1CN(C)C(=O)Nc1ccc(F)cc1 | 54 | 0.9 | 1 | 12
40 | COCC#Cc1ccc2c(c1)O[C@H](CN(C)C(=O)c1ccccc1)[C@H](C)CN([C@@H](C)CO)S2(=O)=O | 35 | -0.8 | 0 | -27
41 | CC(C)CC#Cc1ccc([C@H]2[C@H](CO)N3CCCCN(C(=O)Nc4ccccc4)C[C@@H]23)cc1 | 78 | 9.2 | -98* | -47
42 | CCC(=O)N(C)C[C@H]1Oc2cc(C#CCOC)ccc2S(=O)(=O)N([C@H](C)CO)C[C@@H]1C | 99 | 1.4 | -1 | 3
43 | CCCNC(=O)[C@@H]1[C@@H](CO)[C@@H]2Cn3c(ccc(C4=CCCCC4)c3=O)[C@H]1N2CC | -5 | 2.0 | 0 | 5
44 | COCC#Cc1cnc2c(c1)C(=O)N([C@@H](C)CO)C[C@H](C)[C@H](CN(C)C(=O)Nc1cccc(F)c1)O2 | 1 | -1.9 | 2 | -25
45 | CNC[C@@H]1OCCCC[C@@H](C)Oc2ccc(NC(=O)c3ccccc3)cc2C(=O)N([C@H](C)CO)C[C@H]1C | 6 | -0.9 | -3 | /
46 | C/C=C/c1ccc([C@@H]2[C@H](CO)N(C(=O)C3CCC3)C23CN(S(=O)(=O)CC)C3)cc1 | / | -0.6 | -1 | -35
47 | COCC(=O)Nc1ccc2c(c1)OC[C@H](C)N(C(=O)c1cccnc1)C[C@H](C)[C@@H](OC)CN(C)C2=O | -8 | 0.6 | -5 | 13
48 | N#C[C@H]1[C@H](c2ccc(-c3ccccc3F)cc2)[C@@H](CO)N1C(=O)c1ccccn1 | 55 | -2.7 | 9 | 1
49 | COc1cccc(NC(=O)N[C@@H]2C=C[C@H](CC(=O)NCc3ccccn3)O[C@H]2CO)c1 | 11 | 0.3 | 0 | 12
50 | O=C(C[C@@H]1CC[C@H]2[C@@H](COC[C@@H](O)CN2Cc2ccc(Oc3ccccc3)cc2)O1)N1CCCCC1 | 28 | 0.9 | -3 | -18
51 | C[C@@H]1CCCCO[C@H](CN(C)C(=O)Nc2cccc3ccccc23)[C@@H](C)CN([C@@H](C)CO)C(=O)c2cc(NC(=O)c3ccncc3)ccc2O1 | 80 | 2.2 | 13 | -74
52 | CCC(=O)N1C[C@@H]2[C@H](c3ccccc31)[C@H](CO)N2Cc1ccc(F)cc1 | 44 | -0.6 | -7 | -4
53 | CNC[C@H]1Oc2ncc(C#CCC3CCCC3)cc2C(=O)N([C@H](C)CO)C[C@H]1C | ? | -0.7 | 6 | -45
54 | Cc1noc(C)c1NC(=O)Nc1ccc2c(c1)C(=O)N([C@H](C)CO)C[C@@H](C)[C@H](CN(C)C(=O)Nc1ccc(C(F)(F)F)cc1)OCCCC[C@@H](C)O2 | 63 | -1.2 | 4 | -35
55 | C[C@@H]1CCCCO[C@H](CN(C)C(=O)c2ccccc2)[C@H](C)CN([C@@H](C)CO)C(=O)c2cc(NS(C)(=O)=O)ccc2O1 | 2 | 0.7 | 0 | /
